PMI inhibitors: inhibitors of human PMI, primary screen, biochemical, fluorescence intensity, coupled assay (AID 1209); Mannose-6-phosphate isomerase (Homo sapiens); 190,000 tested, 0.42% active; purified PMI enzyme, coupled fluorescence intensity; higher % means a stronger effect; inhibition, % at 20 µM, or IC50 in µM where a hit was titrated;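 further: plate controls were DMSO vehicle for no effect and wells lacking substrate for full effect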
M1AAP inhibition: P. falciparum M1AAP inhibitors, biochemical, fluorogenic H-Leu-NHMec substrate, 1536-well (AID 1445); inhibition, % at 30 µM; hits with a dose series show IC50 in µM; 220,000 tested, 0.42% active; recombinant M1AAP, H-Leu-NHMec fluorogenic kinetic assay; higher % means a stronger effect; Aminopeptidase N (Plasmodium falciparum (isolate 3D7));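 active means primary inhibition above the hit cutoff, then over 50% inhibition at one or more dose response concentrations, cut at about 23% in these data, passing the limit was not always enough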;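 further: plate controls were DMSO full reaction for no effect and no enzyme background for full effect; strong numbers were not always called active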
M17LAP inhibition: P. falciparum M17LAP inhibitors, primary screen, biochemical, fluorogenic H-Leu-NHMec substrate, 1536-well (AID 1619). recombinant M17LAP, H-Leu-NHMec fluorogenic kinetic assay; higher % means a stronger effect. inhibition, % at 30 µM, or IC50 in µM where a hit was titrated. 220,000 tested, 0.38% active;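 active means compound inhibiting the enzyme by more than half at any dose during confirmatory dose-response retesting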;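 further: plate controls were full reaction with DMSO carrier for no effect and no enzyme background for full effect; strong numbers were not always called active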
WT yeast gro inh: growth inhibition of WT strain, primary screen, mitochondrial fusion inhibitor project, WT and mutant strains, chemical genetic | mitochondrial fusion phenotypic screen | inhibition, % at 10 µM | 190,000 tested, 2.1% active; in the data active means inhibition above about 58%; tested in S. cerevisiae
Yfh1-depleted yeast: enhancers of respiration in Yfh1-depleted yeast, dose response, Friedreich's ataxia, plus single-dose screen (AID 1465). S. cerevisiae Yfh1-off respiration, WST-1 reduction, 72 h; higher fold induction means a stronger effect. one-dose fold induction at 50 µM; EC50 in µM for titrated hits. 220,000 tested, 0.074% active;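 active means fold induction of absorbance versus untreated yeast above a set limit, then at least 30% activation at any dose in follow-up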;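 further: activators that raise dye reduction in frataxin-depleted yeast; strong numbers were not always called active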
XIAP antagonists: XIAP antagonists, biochemical, IAP family, fluorescence polarization (AID 1018); E3 ubiquitin-protein ligase XIAP (Homo sapiens); XIAP BIR domain, fluorescence polarization peptide displacement; higher % means a stronger effect; displacement, % at 20 µM; hits with a dose series show IC50 in µM; 200,000 tested, 0.007% active; in the data active means displacement above about 50%; further: a part of the inactive calls stands beside numbers as strong as those of hits
TNAP activation fold: human TNAP enzyme activators, primary screen, biochemical, luminescent, no phosphate acceptor, uHTS (AID 1001); 200,000 tested, 0.03% active; purified TNAP, luminescent activation assay, no phosphate acceptor; higher activation fold means a stronger effect; Alkaline phosphatase, tissue-nonspecific isozyme (Homo sapiens); activation fold at 20 µM; hits with a dose series show EC50 in µM; in the data active means activation fold from about 3, or a potency from the dose series; inactive means the rest, 99 in 100 with activation fold below about 1.6; further: many of its hits are not listed in these tables
human PMI inhibitors: human PMI inhibitors, high substrate, primary screen, biochemical, fluorescence intensity, high mannose 6-phosphate (AID 1220). Mannose-6-phosphate isomerase (Homo sapiens). recombinant PMI enzyme, coupled fluorescence intensity; higher % means a stronger effect. inhibition, % at 20 µM; hits with a dose series show IC50 in µM. 190,000 tested, 0.66% active
LYP inhibition: inhibitors of LYP phosphatase, biochemical, fluorescence intensity, uHTS (AID 1779) | Tyrosine-protein phosphatase non-receptor type 22 (Homo sapiens) | recombinant LYP phosphatase, fluorescence intensity; higher % means a stronger effect | inhibition, % at 11.5 µM, or IC50 in µM where a hit was titrated | 290,000 tested, 0.054% active;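 further: plate controls were vehicle with enzyme for no effect and no enzyme for full effect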
WT yeast gro inh mutant strain: further read-out of WT yeast gro inh, marked with its call; inhibition, %; mitochondrial fusion phenotypic screen, mutant strain inhibition
Numbers without * were called inactive; i = inactive; nt = not tested or not shown. Unless noted, no stated cut-off is given here; in the data, active means inhibition above about 50%; inactive means the rest. No enrichment for hits (roughly 3.7% active in at least one column).

#	compound	PMI inhibitors	M1AAP inhibition	M17LAP inhibition	WT yeast gro inh	WT yeast gro inh mutant strain
1	COC(=O)c1ccccc1NC(=S)NC(C)=O	-4%	4%	-7%	12	10
2	Cc1ccc(S(=O)(=O)NC(C)C(=O)Nc2ccccc2C(=O)N2CCCC2)cc1 (stereo not given)	-1%	5%	-1%	4	-7
3	O=C1NC2=C(C(=O)CCC2)C(c2ccc3ncccc3c2)N1 (stereo not given)	8%	9%	-2%	-1	0
4	CCC(NS(=O)(=O)c1ccc(OC)cc1)C(=O)NCCC1=CCCCC1 (stereo not given)	16%	2%	5%	8	20
5	CCC1=C(OC(=O)N(CC)CC)N2C(=O)OC(=NCC(=O)OC)[C@]2(C)[C@H]2C1=CC[C@H]1C(=O)NC(=O)[C@H]12	nt	4%	9%	nt	nt
6	Cc1ccc(C)c(N2CCN(C(=O)c3ccc(CS(=O)(=O)c4ccccc4C)o3)CC2)c1	20%	-2%	9%	57	19
7	Cc1ccc(OCc2ccc(C(=O)NCc3cccnc3)cc2)cc1C	5%	6%	7%	6	-7
8	Cc1oncc1-c1csc(-c2ccccc2)n1	-1%	5%	10%	13	29
9	NC(=O)NC(=O)COC(=O)c1ccc(Cl)c(S(=O)(=O)N(Cc2ccccc2)c2ccc(Cl)cc2)c1	17%	0%	-15%	31	-9
10	CCOC(=O)C1=C(C)NC2=C(C(=O)c3ccccc32)C1c1ccc([N+](=O)[O-])o1 (stereo not given)	nt	8%	6%	nt	nt
11	N#C/C(=C\c1ccco1)C(=O)Nc1ccc(S(N)(=O)=O)cc1	1%	4%	20%	-6	-5
12	Cc1nn(C(C)C(=O)c2cccc(Cl)c2)c(C)c1[N+](=O)[O-] (stereo not given)	6%	2%	-2%	1	6
13	NC(=O)COC(=O)c1c2c(nc3ccccc13)CCC2	-29%	6%	6%	9	23
14	COc1ccccc1-c1nc(SC)n[nH]1	4%	-1%	4%	-3	0
15	NC(=O)c1cccc2ccccc12	nt	0%	18%	nt	nt

#	Yfh1-depleted yeast	XIAP antagonists	TNAP activation fold	human PMI inhibitors	LYP inhibition
1	i	-1.4%	1.1	-6%	1%
2	i	2.3%	1.1	-2%	-9%
3	i	-0.8%	1.1	8%	-6%
4	i	-4.3%	1.2	8%	-8%
5	i	nt	nt	nt	-10%
6	i	4.2%	1.1	14%	6%
7	i	-0.3%	1.1	8%	-5%
8	i	0.1%	1.2	-3%	-1%
9	i	10%	1.2	17%	6%
10	i	nt	nt	nt	5%
11	i	-1.4%	1.1	2%	-1%
12	i	-7.9%	1	5%	-3%
13	i	-1.9%	1.1	-5%	1%
14	i	-4.9%	0.4	-2%	5%
15	i	nt	nt	nt	-3%

The listing continues:
#	compound	PMI inhibitors	M1AAP inhibition	M17LAP inhibition	WT yeast gro inh	WT yeast gro inh mutant strain
16	O=C(Nc1sc2c(c1-c1nc3ccccc3[nH]1)CCCC2)C1CC1	8%	2%	1%	21	11
17	CCc1cc2c(=O)[nH]c(CC(N)=O)nc2s1	-2%	3%	2%	-5	3
18	Cc1ccc2c(c1C)OC(=O)CC2(C)C	-9%	-2%	-5%	-11	-1
19	Cc1cc2c(cc(C(=O)OC(C(=O)NCc3ccco3)C(C)C)n2C)o1 (stereo not given)	2%	9%	-16%	4	12
20	O=C(CNC(=O)c1ccc(Cl)cc1)N/N=C/c1cccnc1	nt	-3%	-4%	nt	nt
21	CC(=O)Nc1ccc(S(=O)(=O)c2c(N)n(CCN3CCOCC3)c3nc4ccccc4nc23)cc1	-29%	5%	-43%	2	1
22	CC(C)Cc1nc2sc3c(NCc4ccco4)ncnc3c2c2c1COC(C)(C)C2	24%	1%	-2%	3	9
23	O=C(CSc1ccc(-c2ccc(F)cc2)nn1)N1CCCCC1	-2%	4%	19%	-3	16
24	CCCc1nnc(SCC(=O)O)n1CC	nt	2%	-14%	nt	nt
25	COC(=O)CCC(=O)OC1(C)C(=O)C=C2C=C(C3CC3)N(Cc3ccc(OC)cc3)C=C2C1=O (stereo not given)	nt	7%	0%	nt	nt
26	CCOC(=O)c1cn(CC(=O)Nc2ccc(C)cc2)nn1	-2%	-7%	18%	7	14
27	CC[C@@H](C)[C@H](NC(=O)OCc1ccccc1)c1nnc([C@@H](NC(=O)OCc2ccccc2)[C@@H](C)CC)o1	nt	2%	-6%	nt	nt
28	CC(C)(C)C(=O)NC1CCN(S(C)(=O)=O)CC1	3%	-4%	-5%	0	-5
29	CCN1CCCC1CNC(=O)C1CCN(Cc2nc(-c3cccc(Br)c3)oc2C)CC1 (stereo not given)	-16%	9%	-2%	-4	12
30	CCOC(=O)C1=C(C)NC(=NC)SC1c1ccccc1 (stereo not given)	4%	4%	-19%	-19	-16

#	Yfh1-depleted yeast	XIAP antagonists	TNAP activation fold	human PMI inhibitors	LYP inhibition
16	i	-6.3%	1.1	6%	-2%
17	i	-2.9%	1.1	-4%	-3%
18	i	-2.6%	1.1	-6%	-10%
19	i	0.4%	1	10%	2%
20	i	nt	nt	nt	-9%
21	i	-5.4%	1	-30%	-15%
22	i	-1.1%	1.1	18%	4%
23	i	-2.6%	1.2	0%	-5%
24	i	nt	nt	nt	-8%
25	i	nt	nt	nt	-1%
26	i	-2.9%	1.1	-1%	-9%
27	i	nt	nt	nt	0%
28	i	2.7%	1.1	20%	-5%
29	nt	-0.5%	1.1	-14%	-12%
30	i	-5.0%	1.1	0%	-5%

(list continues)
#	compound	PMI inhibitors	M1AAP inhibition	M17LAP inhibition	WT yeast gro inh	WT yeast gro inh mutant strain
31	Cc1cccc(CN2CCN(C(=O)c3ccccc3F)CC2)c1	23%	8%	15%	-11	-12
32	CCN1CCN(Cc2c(O)ccc3c(=O)c(-c4ccc(OC)c(OC)c4)c(C)oc23)CC1	5%	19%	-16%	-4	-9
33	O=C(CSc1ccc(Cl)cc1)Nc1cccc(NC(=O)c2ccco2)c1	18%	1%	-6%	-11	13
34	CC(C)c1cc(C(=O)N2CCCC(CCC(=O)NCc3ccccc3F)C2)n(C)n1 (stereo not given)	3%	2%	9%	-18	-4
35	Cc1cc(C(=O)N2CCN(c3ccccn3)CC2)no1	8%	4%	-3%	7	-8
36	Cc1ccc(S(=O)(=O)N(C)c2ccccc2)cc1	5%	6%	4%	-1	3
37	CN1C(=O)c2ccccc2N(C)C1c1ccccc1Cl (stereo not given)	19%	5%	-22%	4	9
38	CCN(Cc1ccncc1)C(=O)CCc1nnc(CCc2ccc(OC)cc2)o1	-6%	3%	11%	-3	9
39	CCn1c(COc2cccc(C)c2)nnc1SCC(=O)CC(=O)Nc1ccccc1OC	7%	-1%	15%	12	9
40	NC(=O)CSc1nnc2ccc(-c3ccc(Cl)cc3)nn12	-10%	5%	7%	3	-1
41	CCOC(=O)CSc1nc(-c2ccccc2)nc2ccc(C)cc12	10%	-1%	3%	-5	16
42	CCCCSCc1[nH]c(=O)[nH]c1C(=O)CCCCC(=O)OCC	6%	4%	10%	4	-10
43	O=S(=O)(Nc1ccc(N2CCOCC2)nn1)c1ccccc1	5%	17%	16%	-12	-34
44	Cc1ccc(S(=O)(=O)/N=C(\N)c2ccc(F)cc2)cc1	-13%	-3%	6%	-7	11
45	COc1ccc(/C=N/Nc2nccnc2Cl)cc1	-6%	10%	23%	19	14

#	Yfh1-depleted yeast	XIAP antagonists	TNAP activation fold	human PMI inhibitors	LYP inhibition
31	i	-3.4%	1.1	14%	-13%
32	i	-1.6%	1.1	-2%	-4%
33	i	-3.4%	1.1	15%	-6%
34	i	-6.6%	1	3%	-8%
35	i	1.2%	1.1	1%	-4%
36	i	-9.1%	1.1	2%	-5%
37	i	-3.0%	1.1	9%	-8%
38	i	-6.9%	1.1	-12%	0%
39	i	-4.5%	1.1	-1%	-3%
40	i	-2.0%	1.1	-4%	-7%
41	i	-8.3%	1.1	9%	-2%
42	i	1.2%	1.2	6%	-1%
43	i	-8.0%	1.1	11%	-6%
44	i	-6.7%	1	-7%	0%
45	i	-6.4%	0.8	-7%	-3%

Entries of single compounds as entered above.
Listed for `CCOC(=O)CSc1nc(-c2ccccc2)nc2ccc(C)cc12` : PMI inhibitors = 10%; M1AAP inhibition = -1%; M17LAP inhibition = 3%; WT yeast gro inh = -5; WT yeast gro inh mutant strain = 16; Yfh1-depleted yeast = i; XIAP antagonists = -8.3%; TNAP activation fold = 1.1; human PMI inhibitors = 9%; LYP inhibition = -2%
Listed for `CCN(Cc1ccncc1)C(=O)CCc1nnc(CCc2ccc(OC)cc2)o1` : PMI inhibitors = -6%; M1AAP inhibition = 3%; M17LAP inhibition = 11%; WT yeast gro inh = -3; WT yeast gro inh mutant strain = 9; Yfh1-depleted yeast = i; XIAP antagonists = -6.9%; TNAP activation fold = 1.1; human PMI inhibitors = -12%; LYP inhibition = 0%
Listed for `NC(=O)CSc1nnc2ccc(-c3ccc(Cl)cc3)nn12` : PMI inhibitors = -10%; M1AAP inhibition = 5%; M17LAP inhibition = 7%; WT yeast gro inh = 3; WT yeast gro inh mutant strain = -1; Yfh1-depleted yeast = i; XIAP antagonists = -2.0%; TNAP activation fold = 1.1; human PMI inhibitors = -4%; LYP inhibition = -7%

Later entries
#	compound	PMI inhibitors	M1AAP inhibition	M17LAP inhibition	WT yeast gro inh	WT yeast gro inh mutant strain
46	Cc1cccc(CCNC(=O)CCCOc2cc(=O)n(C)c3ccccc23)c1	4%	6%	-9%	-8	-9
47	COc1ccc2oc(C(=O)OC/C(O)=C(\C#N)c3nc4ccccc4[nH]3)c(C)c2c1	nt	0%	-3%	nt	nt
48	COc1cccc(Nc2ncccc2C(=O)O)c1	9%	1%	8%	-1	11
49	CCOC(=O)N1CCN(C(=O)Cc2ccc(-n3c(=S)[nH]c4ccccc4c3=O)cc2)CC1	3%	1%	8%	18	27
50	CCn1cc(Br)c(C(=O)Nc2ccc(Cl)cc2Cl)n1	0%	-2%	2%	-7	-22

#	Yfh1-depleted yeast	XIAP antagonists	TNAP activation fold	human PMI inhibitors	LYP inhibition
46	i	0.5%	1.1	3%	-5%
47	i	nt	nt	nt	-9%
48	i	-5.1%	1	5%	16%
49	i	-11%	1	8%	-6%
50	i	-6.7%	1.1	0%	-5%
